Rev-RRE block = disrupts HIV-1 Rev binding to RRE RNA | P05866 | Rev peptide-RRE RNA binding, FRET | inhibition, % at 8 µM | 97,000 compounds, 0.79% hits | AID 704;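 active = inhibition above the screen-wide mean plus 3 SD, cut at about 35% in these data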;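 also: 0% = median DMSO wells and 100% = median Neomycin B control wells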
Target sequence (P05866 whole entry, looked up): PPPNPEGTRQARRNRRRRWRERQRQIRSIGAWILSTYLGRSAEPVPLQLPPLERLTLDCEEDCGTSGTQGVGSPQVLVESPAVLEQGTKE
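assay system = Cy5-tagged RRE RNA duplex with fluorescein-tagged Rev peptide | incubation = 5 + 15 min at 25 °C | also added = labelled Rev peptide | measure = % inhibition of FRET ratio versus controls | benchmarks = DMSO wells as 0% and neomycin B wells as 100% inhibition | measured by = FRET fluorescence readout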
PLK1 inh = inhibitors of human PLK1 kinase. recombinant PLK1 kinase, TR-FRET peptide phosphorylation. inhibition, % at 10 µM. 97,000 compounds, 0.53% hits. AID 619. P53350;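 active = inhibition of 50% or more in the single-concentration screen; inactive = inhibition below 50%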;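 also: 0% = DMSO max control and 100% = H-89 dihydrochloride min control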
ERa coact inh = blocks coactivator binding to human estrogen receptor alpha; TR-FRET ER-alpha LBD / SRC-1 peptide, estradiol-bound; AID 629; inhibition, % at 25.6 µM; 86,000 compounds, 1.7% hits; P03372; in the data active = inhibition above about 50%;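 also: 0% = receptor plus peptide control and 100% = peptide only without receptor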
FAK blocker = blocks human focal adhesion kinase activity | Q05397 | biochemical FAK kinase activity assay | inhibition, %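 (tested at 7 µM)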 | 97,000 compounds, 0.84% hits; in the data active = inhibition above about 19%;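 also: 0% = DMSO and 100% = reference compound high control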
ERb SRC1 inh = ER-beta (human) coactivator binding inhibition | Q92731 | TR-FRET ER-beta LBD / SRC1-Cy5 peptide binding; receptor agonist-loaded with 1 µM estradiol | inhibition, % at 25.6 µM | 86,000 compounds, 1.3% hits | AID 633;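 active = compounds whose percent inhibition of the receptor-coactivator binding signal exceeds about 50% in the single-dose screen, limit read from the data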;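 also: 0% = receptor plus peptide wells without compound and 100% = peptide-only wells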
ERa coact pot = ER-alpha (human) coactivator binding potentiation; coactivator binding (% of control), % at 25.6 µM; P03372; 86,000 compounds, 1.3% hits; TR-FRET ERalpha-LBD/SRC-Cy5 coactivator binding, 2 h; 100 = basal binding, no effect; AID 639; in the data active = activity above about 200%;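 also: binding measured in presence of low estradiol as agonist stimulus; 0% = peptide alone without receptor and 100% = receptor with peptide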
Plk1 PBD FP = Plk1 (human) PBD binding inhibition | P53350 | Plk1 PBD phosphopeptide binding, fluorescence polarization | inhibition, %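 (tested at about 20 µM)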 | 97,000 compounds, 0.13% hits | AID 693; in the data active = inhibition above about 34%, passing the limit was not always enough
Mac1 fbg inh = blocks human CD11b/CD18 adhesion to fibrinogen | K562 CD11b/CD18 adhesion to fibrinogen, ATPlite luminescence; Mn2+ added to activate the integrin | inhibition, % at 10 µM | 93,000 compounds, 0.54% hits;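 active = primary inhibition of 50% or more at 10 µM, then 40% or more on retest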; also: some results filed as inactive read as strong as hits
Target sequence (P05107 whole entry, looked up, other chains not shown): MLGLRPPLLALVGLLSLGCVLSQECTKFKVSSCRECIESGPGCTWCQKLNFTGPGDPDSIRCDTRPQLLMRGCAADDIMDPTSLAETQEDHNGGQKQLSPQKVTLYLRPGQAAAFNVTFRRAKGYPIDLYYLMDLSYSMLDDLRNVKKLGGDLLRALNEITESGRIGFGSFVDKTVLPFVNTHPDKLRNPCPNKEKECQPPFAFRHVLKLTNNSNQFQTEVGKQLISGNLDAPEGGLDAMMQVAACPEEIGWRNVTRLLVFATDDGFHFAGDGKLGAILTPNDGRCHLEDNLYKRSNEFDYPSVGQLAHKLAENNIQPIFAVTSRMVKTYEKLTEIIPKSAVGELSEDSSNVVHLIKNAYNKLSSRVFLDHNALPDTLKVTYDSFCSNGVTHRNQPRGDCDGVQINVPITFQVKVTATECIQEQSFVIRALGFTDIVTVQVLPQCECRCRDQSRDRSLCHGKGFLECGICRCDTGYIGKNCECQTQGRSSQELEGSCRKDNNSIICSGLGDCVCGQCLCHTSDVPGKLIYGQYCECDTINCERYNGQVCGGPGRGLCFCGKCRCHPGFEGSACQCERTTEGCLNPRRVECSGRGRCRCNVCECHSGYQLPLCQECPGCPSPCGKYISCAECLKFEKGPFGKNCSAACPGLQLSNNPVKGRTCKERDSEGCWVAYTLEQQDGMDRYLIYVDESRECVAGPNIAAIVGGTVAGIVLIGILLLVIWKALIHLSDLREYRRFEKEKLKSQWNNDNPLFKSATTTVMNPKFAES
Mac1 fbg enh = increases human CD11b/CD18 adhesion to fibrinogen; activation, % at 10 µM; K562 CD11b/CD18 adhesion to fibrinogen, ATPlite luminescence; P05107+P11215; 93,000 compounds, 0.07% hits;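 active = 10 µM primary screen giving 50% or more activity, confirmed by 40% or more on retest at that dose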; also: strong numbers were not always called active
An asterisk follows results filed as active; / = not tested or not shown; [ ] = another dose, or the depositor's remark.

SMILES	Rev-RRE block	PLK1 inh	ERa coact inh	FAK blocker	ERb SRC1 inh	ERa coact pot	Plk1 PBD FP	Mac1 fbg inh	Mac1 fbg enh
COc1cc2c(cc1OC)C(C)N(C(=O)Cn1ncc3c1-c1cc(C)ccc1OC3)CC2 (stereo not drawn)	2.1	2.2	-2.6	3.5	-2.8	100.6	-5.1	-2.4	2.6
CC(C)C[C@H](NC(=O)OC(C)(C)C)C(=O)N1CCC(C(=O)O)CC1	1.6	-12.1	-2.5	2.9	-0.8	102.2	-24.7	/	/
CCOC(=O)N1CCC(N2Cc3cccc(C(=O)NCc4ccccn4)c3C2=O)CC1	-3.0	-0.9	-8.5	-5.4	-12.7[fluorescence artefact?]	111.1	-2.7	-15.5	5.3
O=S(=O)(NC12CC3CC(CC(C3)C1)C2)c1ccc(F)cc1	4.0	8.0	16.7	-2.8	2.7	89.6	10.0	3.5	-3.7
COc1cc(NC(=O)CSc2nnnn2Cc2ccc3c(c2)OCO3)cc(OC)c1	2.9	-9.6	/	-1.4	/	/	5.1	-25.1	-5.2
COc1ccc(-n2c(Cn3c(=O)sc4ccccc43)nnc2SCC(=O)N2CCOCC2)cc1	5.1	-1.8	-6.4	-8.5	-9.2	105.5	18.9	3.9	3.8
Cc1noc(C)c1Cc1c(Cl)cccc1Cl	1.2	-5.4	/	-4.4	/	/	18.3	0.6	-5.0
COCCn1c(SCC(=O)c2ccc3c(c2)OCCO3)nnc1-c1ccco1	1.1	-0.9	20.8[fluorescence artefact?]	-2.7	2.9	94.3	-18.3	-15.4	-4.0
O=C(CCS(=O)(=O)c1cccc2nsnc12)N1CCN(C(=O)c2ccco2)CC1	/	/	-1.4	/	-4.7[fluorescence artefact?]	98.5	/	-4.9	8.7
COc1ccccc1NC(=O)c1cccc(S(=O)(=O)N2CCOCC2)c1	4.7	-9.1	-6.3	4.9	-0.6	105.4	2.7	5.3	2.9
CC(C)Cc1nnc(NC(=O)CCN2C(=O)c3ccccc3C2=O)s1	0.1	-8.2	5.2	2.9	-14.9[fluorescence artefact?]	99.2	-20.2	-3.3	-10.9
O=C(CC(Cc1ccccc1)C(=O)O)NCCc1ccc2c(c1)OCO2 (stereo not drawn)	1.6	-16.1	0.8	-1.6	12.0[fluorescence artefact?]	85.0	-5.6	/	/
N#C/C(=C(/O)COc1cccc2ccccc12)c1nc2ccccc2[nH]1	8.4	6.5	/	-1.0	/	/	-5.1	-4.1	7.3
CCc1nnc(NC(=O)CSc2ncc(-c3ccccc3)n2CC)s1	5.7	-10.5	-2.9	3.0	-8.2	104.5	6.6	8.9	-1.3
CC1Cc2ccccc2N1S(=O)(=O)c1cccc(C(=O)NC2CC2)c1 (stereo not drawn)	/	/	-3.5	/	-12.8	96.1	/	18.9	4.5
C(=N\C(/N=C/c1ccco1)c1ccco1)/c1ccco1	/	/	13.6[fluorescence artefact?]	/	25.7	80.5[fluorescence artefact?]	/	6.1	-0.2
Cn1c(N2CCN(C(=O)Nc3ccc(C(F)(F)F)cc3)CC2)nc2ccccc21	10.4	-7.5	-0.9	-2.1	-9.2	111.1	16.2	-1.4	0.8
COC(=O)c1cn(NC(=O)c2cc(OC)c(OC)c(OC)c2)c(=O)c2ccccc12	0.9	-5.0	57.9*[fluorescence artefact?]	2.0	17.0[fluorescence artefact?]	91.6[fluorescence artefact?]	-0.8	/	/
CC(C)CC[n+]1ccn(C2=C([O-])c3ccccc3C(=O)/C2=N\S(=O)(=O)c2ccccc2)c1	3.0	-12.9	-7.3	0.5	-7.7	118.7[fluorescence artefact?]	-16.8	/	/
N#CCCn1c(SCC(=O)N2CCN(S(=O)(=O)c3ccccc3)CC2)nc2ccccc21	-2.0	-6.3	16.7	-5.9	7.2	84.1	-3.1	9.3	-3.4
COc1ccccc1NC(=O)CN(C)S(=O)(=O)c1cc(C)ccc1OC	5.6	-7.0	-0.1	-0.6	-1.9	105.8	-2.9	0.6	-4.5
O=C(Oc1ccc(-c2ccccc2)cc1)N1CCOCC1	-0.3	-1.7	-5.6	1.0	-4.4	95.3	2.8	9.4	-0.5
C/C(=N\c1nc2ccccc2n1C)c1cc(Cl)ccc1O	8.2	-6.6	/	-4.4	/	/	4.8	/	/
Cc1ccc(CNC(=O)CCNC(=O)c2ccc(Br)o2)cc1	7.8	-9.2	6.1[fluorescence artefact?]	2.0	2.3[fluorescence artefact?]	82.6	-11.4	-29.7	2.1
CN(c1ccccc1)S(=O)(=O)c1ccc(NC(=O)c2ccc(-c3ccccc3)cc2)cc1	2.3	-6.2	/	-1.7	/	/	-15.5	/	/

The last 2 records of the part before come first, to join the parts:
SMILES	Rev-RRE block	PLK1 inh	ERa coact inh	FAK blocker	ERb SRC1 inh	ERa coact pot	Plk1 PBD FP	Mac1 fbg inh	Mac1 fbg enh
Cc1ccc(CNC(=O)CCNC(=O)c2ccc(Br)o2)cc1	7.8	-9.2	6.1[fluorescence artefact?]	2.0	2.3[fluorescence artefact?]	82.6	-11.4	-29.7	2.1
CN(c1ccccc1)S(=O)(=O)c1ccc(NC(=O)c2ccc(-c3ccccc3)cc2)cc1	2.3	-6.2	/	-1.7	/	/	-15.5	/	/
CCCCn1nnnc1SCC(=O)Nc1sc2c(c1C#N)CCCC2	8.8	-6.8	-0.7	-2.6	4.9[fluorescence artefact?]	107.8	11.4	-14.5	2.4
CCNC(=O)NC(=O)C(C)Sc1nnc(COc2ccccc2Cl)o1 (stereo not drawn)	8.7	-1.4	-4.5	-0.8	-9.5	127.8	12.9	3.0	0.5
O=C(O)c1cccc(Cn2c(Cl)c(/C=N/NC(=O)c3ccccc3Cl)sc2=O)c1	-3.3	-18.0	/	-3.6	/	/	1.6	-4.6	-4.1
c1ccc(CN2CCN(c3nc4ccccc4c4ccccc34)CC2)cc1	13.3	0.9	-5.5	0.6	-27.9	98.6	5.1	-13.4	-0.6
Cc1ccccc1OCc1nc2ccccc2c(=O)n1/N=C/c1ccco1	8.7	-4.7	-5.6	0.8	-8.4	89.5	6.6	/	/
CCN(CC)CCNC(=O)C(C(=O)c1ccccc1)n1ccccc1=O (stereo not drawn)	10.5	-5.7	-23.2	3.2	-20.6	105.3	-33.3	1.6	-3.7
O=C1CCCC/C1=C\Nc1ccc(Cl)cn1	0.3	-9.1	/	1.2	/	/	26.9	-18.2	-0.6
CSc1nc(C)cc(NC(N)=O)n1	5.4	-15.0	10.5[fluorescence artefact?]	0.7	16.2	95.5	3.8	8.1	-4.8
Cc1ccc2nc(C3CCCN(C(=O)NCc4ccccc4)C3)[nH]c2c1 (stereo not drawn)	-2.7	-2.5	-2.6	1.9	4.2[fluorescence artefact?]	104.9	3.3	-0.2	-4.2
CC(C)Cn1c(SCC(=O)NCc2ccc(Cl)cc2)nnc1-c1cccc(S(=O)(=O)N2CCOCC2)c1	7.2	-9.6	1.0	2.0	0.5	104.5	-10.2	-0.6	-8.9
O=C(NCc1ccc(F)cc1)c1cnn2ccccc12	6.9	-7.9	-7.3	-4.6	-6.5	105.9	-7.2	-6.2	-1.0
COc1ccc(CCNC(=O)C23CN(Cc4ccccc4)CC2C(c2ccc([N+](=O)[O-])cc2)=NO3)cc1 (stereo not drawn)	6.8	-7.3	/	0.1	/	/	-15.3	3.8	0.4
COc1cc(OC)cc(C(=O)Nc2ccc(-c3nc4ccccc4o3)cc2)c1	-3.7	-17.6	-2.2	-1.9	5.7[fluorescence artefact?]	96.7	-5.4	40.8	18.7
COC(=O)C(=O)Nc1nnc(COc2ccccc2)s1	4.9	-7.2	9.8	-2.0	10.1	66.1	-4.2	/	/
COC(=O)c1ccc(Cn2nc(C)cc2C)cc1	6.2	-0.8	-6.5	-2.7	-4.2	90.6[fluorescence artefact?]	-12.3	-4.9	-0.2
O=c1c2c(nc3cc(-c4ccc(F)cc4)[nH]n13)CCCC2	2.8	1.5	14.1	0.9	8.9	102.2	4.6	9.0	-0.4
CSc1cccc(NC(=O)CSc2ccc(C)cc2)c1	4.9	-1.0	-4.5	2.7	14.8	87.2	-3.0	-6.5	-4.4
O=C(Cc1ccccc1)Nc1nc(-c2cccs2)cs1	3.7	2.5	-15.8	3.0	-22.0	93.3	-3.5	-1.2	0.4
Cc1cc(C(=O)OCC(=O)N2CCOCC2)c2ccccc2n1	6.3	2.7	-3.1	0.9	1.8	106.7	-9.4	6.0	-1.3
O=C(NC1CCCC1)C(Cc1ccccc1)n1cccc1 (stereo not drawn)	-5.4	-12.0	-15.4	0.9	3.8[fluorescence artefact?]	110.4[fluorescence artefact?]	-17.3	-5.6	5.6
O=C(Cc1cccs1)Nc1ccccc1C(=O)O	-1.3	-9.5	0.0	4.9	9.5	113.7	-5.3	-26.2	-3.0
O=C(CCN1CCCCC1)c1ccc2c(c1)OCCO2	8.8	-12.3	-9.5	-0.3	-9.1	112.8	-14.8	-15.2	-0.9
O=C(Nc1ccc2oc(-c3ccncc3)nc2c1)c1cccs1	5.3	-7.2	16.7	2.7	-3.6[fluorescence artefact?]	100.2	-10.8	-28.3	3.1
c1ccc(CSc2nnc(-c3ccccn3)n2-c2ccccc2)cc1	5.2	-12.4	/	-1.6	/	/	-17.0	10.1	-3.3
Cc1ccc(C)c(S(=O)(=O)NCC(=O)Nc2sc3c(c2C(N)=O)CCC(C)C3)c1 (stereo not drawn)	1.8	-8.5	/	-1.1	/	/	18.9	1.9	-0.6
SMILES	Rev-RRE block	PLK1 inh	ERa coact inh	FAK blocker	ERb SRC1 inh	ERa coact pot	Plk1 PBD FP	Mac1 fbg inh	Mac1 fbg enh
Cc1nnc(-c2ccccc2)nc1N1CCOCC1	3.9	-9.8	/	0.2	/	/	3.5	-0.9	-2.0
CC(C(=O)O)N1C(=O)c2cccc3cccc1c23 (stereo not drawn)	5.2	-6.6	-5.5	-0.8	0.9	88.7	16.4	8.2	-1.7
COc1ccc(S(=O)(=O)NCC2CCC(C(=O)NCc3ccco3)CC2)cc1 (stereo not drawn)	-2.0	-13.9	13.1	0.6	2.1	76.1	-30.1	1.0	-4.2
COc1ccc2nc(NC(=O)CN3CCN(C)CC3)sc2c1	1.9	-12.9	-1.1	2.2	10.8	134.6	-8.6	-2.6	-5.2
COc1ccccc1-c1c(C)nn2c(N3CCN(Cc4ccccc4)CC3)cc(C)nc12	-1.6	-11.2	2.8	3.6	-7.1	104.0[fluorescence artefact?]	4.2	0.4	-1.5
O=C1CCCC2=C1C(c1ccccc1)n1c(s/c(=C/c3cccc(F)c3)c1=O)=N2 (stereo not drawn)	7.3	-12.2	/	1.6	/	/	-13.9	26.4	-4.3
COc1ccc(CNC(C)C2COc3ccccc3O2)c(OC)c1 (stereo not drawn)	0.1	-8.7	-4.8	-2.0	-6.2[fluorescence artefact?]	97.2[fluorescence artefact?]	9.5	6.0	0.8
O=C(CCCN1C(=O)CSc2ncccc21)N1CCN(Cc2ccccc2)CC1	/	/	-6.8[fluorescence artefact?]	/	4.3[fluorescence artefact?]	116.3	/	-2.5	-1.6
C=CCc1cc(/C=N/NC(=O)CSc2nnc(CCCc3ccc(OC)cc3)o2)cc(OC)c1O	9.8	-8.0	/	2.5	/	/	-19.2	-18.6	3.7

Among those listed so far, these contain a cyano group.
SMILES	Rev-RRE block	PLK1 inh	ERa coact inh	FAK blocker	ERb SRC1 inh	ERa coact pot	Plk1 PBD FP	Mac1 fbg inh	Mac1 fbg enh
N#C/C(=C(/O)COc1cccc2ccccc12)c1nc2ccccc2[nH]1	8.4	6.5	/	-1.0	/	/	-5.1	-4.1	7.3
N#CCCn1c(SCC(=O)N2CCN(S(=O)(=O)c3ccccc3)CC2)nc2ccccc21	-2.0	-6.3	16.7	-5.9	7.2	84.1	-3.1	9.3	-3.4
CCCCn1nnnc1SCC(=O)Nc1sc2c(c1C#N)CCCC2	8.8	-6.8	-0.7	-2.6	4.9[fluorescence artefact?]	107.8	11.4	-14.5	2.4

Source: PubChem
